Source: PubChem (National Center for Advancing Translational Sciences (NCATS))
12-LOX inh = inhibitors of human 12S-lipoxygenase ALOX12; hit rate 1.1% among 580,000; purified 12hLO, xylenol orange hydroperoxide absorbance; AID 1671190; Potency, µM (series often up to 108 µM), inactives show at the highest dose activity change, negative = inhibition, actives largely listed as inhibitors; also: potency is read from the fitted curve at half-maximal effect; % is scaled to controls: 0 for no effect and ±100 for the full control effect
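Hydroperoxide product was detected by ferrous iron/xylenol orange as the 573 to 405 nm absorbance ratio. Arachidonic acid at 40 uM (final) was turned over for 30 min at room temperature by 150 nM human 12hLO, pH 7.0 Hepes buffer, after 15 min compound preincubation.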
POLH inh = DNA polymerase eta (human) inhibition; Q9Y253; recombinant Pol eta, fluorescent DNA replication assay; Potency, µM (series often up to 114 µM), for inactives: at the top dose activity change, negative = inhibition, hits mostly inhibitors; hit rate 1.2% among 390,000; AID 588591; also: potency is read from the fitted curve at half-maximal effect; % is scaled to controls: 0 for no effect and ±100 for the full control effect
Target sequence (Q9Y253 whole entry, looked up): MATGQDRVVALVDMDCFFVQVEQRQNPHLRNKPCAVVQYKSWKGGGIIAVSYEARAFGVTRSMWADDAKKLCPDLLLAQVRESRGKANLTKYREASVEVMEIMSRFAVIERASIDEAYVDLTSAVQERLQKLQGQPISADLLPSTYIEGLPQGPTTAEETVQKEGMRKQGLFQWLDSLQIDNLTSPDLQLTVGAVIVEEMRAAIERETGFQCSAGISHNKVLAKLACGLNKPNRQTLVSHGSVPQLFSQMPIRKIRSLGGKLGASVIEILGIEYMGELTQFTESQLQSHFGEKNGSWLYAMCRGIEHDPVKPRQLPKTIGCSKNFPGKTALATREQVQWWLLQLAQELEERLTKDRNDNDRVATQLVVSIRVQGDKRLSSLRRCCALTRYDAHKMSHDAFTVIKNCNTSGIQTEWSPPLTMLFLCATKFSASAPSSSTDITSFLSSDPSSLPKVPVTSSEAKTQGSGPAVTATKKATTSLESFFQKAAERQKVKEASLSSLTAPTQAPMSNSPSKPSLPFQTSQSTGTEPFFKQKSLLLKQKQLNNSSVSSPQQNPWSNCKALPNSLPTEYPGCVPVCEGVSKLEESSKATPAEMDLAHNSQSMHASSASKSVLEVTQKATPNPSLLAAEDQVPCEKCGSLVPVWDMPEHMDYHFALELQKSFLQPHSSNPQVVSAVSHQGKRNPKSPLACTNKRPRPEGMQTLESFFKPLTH
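Pol eta (10 nM) was preincubated with compounds for 15 min at room temperature, after which fluorescent replication substrate (50 nM final) was added to start the reaction. Fluorescence was read kinetically at 0 and 10 min.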
Anesthetic bind = binds horse apoferritin like a general anesthetic; P02791; apoferritin/1-aminoanthracene competitive binding, fluorescence; Potency, µM (top dose mostly 77.5 µM), without a hit: at the top dose activity change, negative = displacement, actives largely listed as inhibitors; hit rate 0.074% among 350,000; also: potency is read from the fitted curve at half-maximal effect; % is scaled to controls: 0 for no effect and ±100 for the full control effect; nearly all actives have a fitted effect of over 20% in size
Target sequence (P02791 2-175 limits assumed): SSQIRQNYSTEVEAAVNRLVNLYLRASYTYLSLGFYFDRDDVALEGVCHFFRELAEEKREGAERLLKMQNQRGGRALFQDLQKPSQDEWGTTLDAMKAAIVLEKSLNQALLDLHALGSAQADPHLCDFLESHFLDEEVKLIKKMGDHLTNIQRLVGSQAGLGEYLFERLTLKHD
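Horse-spleen apoferritin (10 uM) in 50% saturated 1-aminoanthracene in PBS was incubated 10 min at room temperature with compound. Fluorescence (ex 380, em 535 nm) was normalized to free and bound 1-AMA, with concentration-response fitted by a four-parameter Hill equation.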
POLB inh = inhibitors of human DNA polymerase beta. Pol beta primer extension/strand displacement, fluorescence kinetic. Potency, µM (titrated, usually from 114 µM), inactives show at the highest dose activity change, negative = inhibition, usual class: inhibitors. hit rate 1.3% among 340,000. AID 485314; also: potency is read from the fitted curve at half-maximal effect; % is scaled to controls: 0 for no effect and ±100 for the full control effect
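Pol beta (10 nM) and compounds were preincubated 15 min at room temperature, then 50 nM substrate (final) started primer extension/strand displacement. Reads were taken at 0 and 10 min; concentration-response data were fitted to a four-parameter Hill equation.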
LDHA inh = LDHA (human) enzyme inhibition; purified LDHA, NADH/diaphorase-resazurin fluorescence; stronger effect = lower value; activity change, % (values are at about 110 or 230 µM); hit rate 0.15% among 480,000; AID 1347041; in the data active = activity change below about -30%; inconclusive = mostly about -25% to -30%;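 also: plate controls were DMSO wells for no effect and wells without enzyme for full effect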
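Enzyme activity of human lactate dehydrogenase 5 (2 nM; 0.06 mM NADH, 0.2 mM pyruvate, 5 min, RT) is measured via a resazurin/diaphorase fluorescence readout of residual NADH.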
POLK inh = blocks human DNA polymerase kappa activity | Q9UBT6 | purified Pol kappa, fluorescent DNA synthesis assay, 10 min | Potency, µM (series often up to 107 µM), for inactives: at the highest dose activity, negative = inhibition, usual class: inhibitors | hit rate 0.53% among 400,000 | AID 588579; also: potency is read from the fitted curve at half-maximal effect; % is scaled to controls: 0 for no effect and ±100 for the full control effect
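Pol kappa 10 nM + cpd, 15 min RT; start w/ substrate 50 nM final; fluorescence kinetic read, 0 and 10 min. Neg ctrl: buffer, no enzyme.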
APEX1 inh = blocks human APE1 abasic DNA cleavage; P27695; recombinant APE1, TAMRA/BHQ-2 abasic DNA cleavage fluorescence; Potency, µM (titrated, usually from 65.8 µM), without a hit: at the highest dose activity change, negative = inhibition, most hits filed as inhibitors; hit rate 0.35% among 350,000;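 also: potency is read from the fitted curve at half-maximal effect; plate controls were vehicle for no effect and reference inhibitor for full effect; nearly all actives have a fitted effect of over 55% in size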
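Measures dequenching upon AP-site incision of a 5'-TAMRA/3'-BHQ-2 THF-containing duplex, 50 nM; human APE1 0.75 nM after 15 min room-temperature exposure to compound; kinetic three-point read at one-minute spacing.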
ERG-DNA inh = ERG Ets/DNA interaction inhibition; P11308; fluorescence polarization, His-ERG Ets domain / labelled DNA; Potency, µM (doses to about 76.9 µM), for the others: at the highest dose FP activity, negative = inhibition, usual class: inhibitors; hit rate 0.028% among 370,000; active = well fitted inhibition curve with a large enough effect in the polarisation, with a control signal flat; inconclusive = small, poorly fitted or top-dose-only effect, or effect the other way, or a change in a side signal; inactive = no such curve, though single readings can be large or run the other way; the % refers to the polarisation;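 also: polarization taken with two DNA probes labelled with fluorescein and Texas red; potency is read from the fitted curve at half-maximal effect; % of control where 0% means no effect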
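His-tagged ERG Ets domain (1 uM in the protein solution; 300mM KCl, 50mM Tris-HCl, 1mM EDTA, 1mM DTT, pH 7.5) received compound, then a probe mix of 5 nM fluorescein-DNA and 100nM Texas-615-DNA. Fluorescence polarization was read for both dyes.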
RGS4 inhibitor = blocks human RGS4-accelerated GTP hydrolysis; Transcreener GDP fluorescence polarization, RGS4-accelerated GTP hydrolysis; Potency, µM (highest dose often 114 µM), inactives show at the top dose activity change, negative = inhibition, actives largely listed as inhibitors; hit rate 0.039% among 390,000; AID 504845; also: potency is read from the fitted curve at half-maximal effect; % is scaled to controls: 0 for no effect and ±100 for the full control effect; nearly all actives have a fitted effect of over 75% in size; some results filed as inactive show a strong effect at the top dose
Target sequence (P49798 whole entry, looked up): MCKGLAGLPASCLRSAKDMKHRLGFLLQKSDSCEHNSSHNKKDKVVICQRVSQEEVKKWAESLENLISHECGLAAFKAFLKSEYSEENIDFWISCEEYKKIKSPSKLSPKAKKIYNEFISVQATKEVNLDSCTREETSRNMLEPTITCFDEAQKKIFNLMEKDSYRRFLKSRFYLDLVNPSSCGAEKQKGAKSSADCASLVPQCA
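MLSMR compounds (23 nl, pin-transferred) preincubated 10 min at room temperature with a 500nM (2x) first reagent, then RGS4 at 900nM (2x) plus Transcreener GDP mix added; fluorescence polarization (620/688 nm) read before and after 90 min at 30 °C.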
Starred values were filed as active, the others as inactive; ? = inconclusive; / = not tested or not shown; & = joins results of further samples; [ ] = remark or other dose. Unless noted, calls follow the shape of the dose curve; as a rule, active = well fitted curve in the direction sought with a large enough effect; inconclusive = small, poorly fitted or top-dose-only effect, or another doubt; inactive = no such curve, though single readings can be large; an effect the other way counts as inactive or inconclusive.

SMILES	12-LOX inh	POLH inh	Anesthetic bind	POLB inh	LDHA inh	POLK inh	APEX1 inh	ERG-DNA inh	RGS4 inhibitor
CC(=O)N1CCOc2ccc(S(=O)(=O)NCc3ccc(C)cc3)cc21	14%	-13%	-15%	10%	-3	6%	9%	5%	-6%[56.9 µM]
Cc1cc(C(=O)NNC(=O)c2ccc(Cl)c(S(N)(=O)=O)c2)c(C)o1	3%	-16%	/	/	-8	5%	11%	-4%	10%
CCCc1nn(-c2cc(Cl)ccc2OC)c2c1C(=O)CCC2	41%	-9%	-7%	-6%	-5&-4	-1%	?	10%	7%
COc1ccc(C(CNC(=O)COc2ccccc2)N2CCOCC2)cc1 (stereo not given)	15%	-10%	/	/	-5	-10%	-8%	-1%	16%
CSCC[C@H](NC(=O)OC(C)(C)C)c1nnc(SCC=C(C)C)o1	-3%	-11%	-17%	3%	-7	-20%	1%	0%	-20%
COc1cc(/C=C2/NC(=O)N(Cc3ccccc3F)C2=O)ccc1Oc1ccc([N+](=O)[O-])cn1	-23%	-15%	3%	16%	1	-6%	?	-6%	-3%
CC1CCCCC12NC(=O)N(Cc1cc(=O)n3ccsc3n1)C2=O (stereo not given)	1%	-4%	-3%	?	-8	-13%	?	4%	24%
CC(C)COc1ccc(C(=O)OC2CC(C)(C)OCC2CN(C)C)cc1 (stereo not given)	0%	-13%	-11%	6%	-2	-6%	2%	-5%	-21%
CCN(c1ccccc1)S(=O)(=O)c1cc(C(=O)OCC(=O)c2c(N)n(C)c(=O)n(C)c2=O)ccc1C	-19%	4.5µM*	/	/	-5	?	/	/	-36%
COc1cccc(CN2CCNC(=O)C2CC(=O)NC2CCCCC2)c1OC (stereo not given)	-13%	-12%	-21%	4%	2	15%	11%	-12%	-7%
Cc1ccc(NC(=O)C(OC(=O)c2ccc(C=O)cc2)c2ccccc2)cc1Cl (stereo not given)	/	-29%	?	-1%	-6	-6%	5%	-2%	-18%
CCCCN(C)C(=O)C1CCC(CNS(=O)(=O)c2ccc(Cl)cc2)CC1 (stereo not given)	?	-14%	2%	-23%	0	-10%[60.1 µM]	/	-2%	-21%
COc1ccc(-n2c(C)nc3cc(C(=O)NC4CCCCCC4)ccc32)cc1	-14%	-14%	49%[activator]	12%	-5	-21%[60.1 µM]	/	3%	6%
COCCc1ncc(CN2CCC(C(=O)Nc3ccc(-n4cccn4)cc3)CC2)cn1	/	-19%	-10%	12%	-1	-6%	8%	-2%	-15%
CC1(C)Cc2ccccc2C(NNC(=O)c2cccnc2)=N1	439%[activator]	-6%	-5%	22%	-5	10%	1%	1%	-10%
O=[N+]([O-])c1ccc(S(=O)(=O)N(CC(O)CN2CCCCC2)c2ccccc2)cc1 (stereo not given)	-8%	-16%	-17%	19%	-1	-4%	-3%	-5%	10%
CCN(CC)CC#CCC(C)(c1ccccc1)c1ccccc1	0%	-16%	-13%	-1%	-1	-7%	1%	-7%	2%
CCCCN(Cc1ccccc1)S(=O)(=O)c1ccc2c(c1)n(C)c(=O)c(=O)n2C	-18%	4%	0%	13%	-7	-3%	-7%	-14%	26%
COCCn1nnnc1CN1CCC(NC(=O)Nc2cccc(OC)c2)CC1	0%	2%	-8%	3%	-6	-9%	5%	1%	-24%
Cc1ccc(C)c(NC(=O)CN(C)C(=O)c2ccc(-c3cccc(C(F)(F)F)c3)o2)c1	-5%	0%	/	/	-4	-15%	15%	/	-22%
COc1ccc(-c2nc3c(C#N)c[nH]n3c2NC2CCCC2)cc1	2%	-17%	-3%	2%	-3	-12%	/	-8%	11%
O=C(NC(CO)c1ccccc1)c1ccco1 (stereo not given)	0%	-21%	-12%	20%	-3	-4%	-1%	5%	-10%[11.4 µM]
COc1ccc(CCNC(=O)CSc2nncn2N)cc1OC	-4%	2%	8%	17%	0	0%	0%	/	6%
Cc1ccc(C(=O)C(NC(=O)c2ccco2)N2CCOCC2)cc1 (stereo not given)	4%	-4%	2%	11%	4	-12%	6%	-6%	-28%
CC(C)(C)C1CCc2c(sc(NC(=O)C3CCCO3)c2C(N)=O)C1 (stereo not given)	-5%	-11%	?	2%	-2	-8%	-2%	0%	-8%
(next part)
SMILES	12-LOX inh	POLH inh	Anesthetic bind	POLB inh	LDHA inh	POLK inh	APEX1 inh	ERG-DNA inh	RGS4 inhibitor
Cc1ccc(C)c(NC(=O)CN(C)C(=O)Cc2coc3cc(C)c(C)cc23)c1	/	-4%	/	/	-13	-9%	51%	0%	-18%
Cc1cccc(C(=O)Nc2ccc(C(=O)N3CCCCC3C)cc2)c1 (stereo not given)	-6%	-17%	?	7%	-3	-1%	46%[activator]	?	-49%
COc1ccc2[nH]c(=O)c(CN(CC3CCCO3)S(=O)(=O)c3ccccc3)cc2c1 (stereo not given)	-18%	-18%	-6%	33%	1	3%	-3%	4%	-12%
O=C(NCCNc1ccc([N+](=O)[O-])cc1)c1ccco1	-8%	-28%	-9%	2%	-3	-8%	-1%	-3%	?
Cc1cccn2c(CN(C)CCC3CCCCO3)c(C(=O)N3CCCCC3)nc12 (stereo not given)	-1%	-8%	-10%	9%	-8	-4%	2%	?	7%
NC(N)=NN=C1CCCCCCCCCCC1	?	-13%	-15%	-1%	-3&-1	12%	1%	-3%	-19%
CCC1(C2=CCCCC2)C(=O)NC(=S)N=C1N (stereo not given)	-22%	-12%	/	/	-7	-1%	/	14%	7%
O=C(N/N=C\c1cn(-c2ccccc2)nc1-c1ccccc1)c1ccc(Br)o1	8%	-13%	-10%	21%	-8	-5%	4%	1%	36%
CC(C(=O)Nc1ccccn1)(c1ccccc1)c1ccccc1	9%	-14%	-11%	5%	-1	1%	6%	5%	-31%
Cc1nc2ncnn2c(C)c1CCC(=O)NC(C)c1ccc2c(c1)OCCO2 (stereo not given)	0%	-11%	-9%	3%	0	0%	2%	-3%	-3%
Cc1ccc(NNC(=O)c2cccs2)cc1Cl	8.9µM*	-5%	-18%	6%	-17	-8%	-5%	-7%	-22%
CCOC(=O)CSC1=C(C#N)C(c2sccc2C)CC(=O)N1 (stereo not given)	0%	-7%	-13%	30%	-1	-27%	-3%	-4%	23%
CC(C)(C)NC(=O)NC(=O)COC(=O)C1(C)CC1(Cl)Cl (stereo not given)	0%	-2%	?	2%	-11	-3%	0%	-5%	15%
O=C(Nc1cccc2c1CCCC2)c1ccc(Br)o1	468%[activator]	-18%	-4%	-8%	-5	8%	-3%	-5%	?
CSC1=NC2(CCN(C(=O)NC3CCCCC3)CC2)N=C1c1ccc(C(C)(C)C)cc1	-17%	-2%	-2%	5%	0	-10%	/	1%	-11%
COc1ccc(OC)c(NC(=O)c2cc3c(=O)oc4ccccc4c3s2)c1	-15%	-13%	-5%	10%	-4	6%	/	-7%	4%
COc1ccccc1NC(=O)CSc1nc(N)cc(N)n1	3%	0%	-1%	-12%	4	-4%	2%	14%	16%
COc1ccccc1NCC(=O)c1ccc(C)c(C)c1	16µM*	-12%	?	0%	-2	-11%	2%	0%	12%
COc1ccc(NC(=O)C2CCCN(S(=O)(=O)c3cn(C)cn3)C2)cc1Cl (stereo not given)	-26%	-13%	46%[activator]	-11%	-6	-5%[60.1 µM]	/	1%	14%
O=C(N/N=C/c1cccnc1)c1ccccc1OCc1ccc(Br)cc1	-6%	-16%	-20%	?	-3	12%	14%	6%	-20%
CCN(C(=O)COC(=O)Cn1c(C)csc1=O)c1c(N)n(Cc2ccccc2)c(=O)[nH]c1=O	-12%	?	/	/	2	3%	3%	-10%	-10%
CCc1ccccc1NC(=O)N1CCN(C(=O)c2nsc3ccccc23)CC1	?	-8%	-6%	5%	-3	-8%[60.1 µM]	/	2%	-2%
Cc1ccccc1NC(=O)c1c(C)cc(=O)oc1C	142%[activator]	-9%	4%	13%	-3	-22%	1%	6%	17%
Cc1oc(-c2cccc(Cl)c2)nc1CN1CCC(C(=O)NCc2ccc(F)cc2)CC1	?	-13%	-7%	31%	-1	-3%	/	1%	-9%
CC1(C(=O)Nc2ccc3ccccc3c2)CC1(Br)Br (stereo not given)	-17%	-4%	?	42%	-2	5%	?	15%	-1%
Cc1ccc(S(=O)(=O)N2CCN(CCc3ccccc3)CC2)c(C)c1	?	-14%	1%	-13%	-18	-3%	2%	5%	-2%
CC(NC(=O)CN(Cc1ccccc1)S(=O)(=O)c1ccccc1)c1cccnc1 (stereo not given)	4%	-4%	/	/	-7	-10%	-7%	/	?
Cc1noc(NS(=O)(=O)c2ccc(NC(=O)Cc3ccc([N+](=O)[O-])cc3)cc2)c1C	?	-9%	-9%	4%	0	3%	-11%	12%	-35%
CC1C(C)C(O)(c2ccccc2)CCN1C (stereo not given)	6%	5%	0%	28%	-10	-12%	10%	-1%	-38%

Structural class: those above with fluorine.
SMILES	12-LOX inh	POLH inh	Anesthetic bind	POLB inh	LDHA inh	POLK inh	APEX1 inh	ERG-DNA inh	RGS4 inhibitor
COc1cc(/C=C2/NC(=O)N(Cc3ccccc3F)C2=O)ccc1Oc1ccc([N+](=O)[O-])cn1	-23%	-15%	3%	16%	1	-6%	?	-6%	-3%
Cc1ccc(C)c(NC(=O)CN(C)C(=O)c2ccc(-c3cccc(C(F)(F)F)c3)o2)c1	-5%	0%	/	/	-4	-15%	15%	/	-22%
Cc1oc(-c2cccc(Cl)c2)nc1CN1CCC(C(=O)NCc2ccc(F)cc2)CC1	?	-13%	-7%	31%	-1	-3%	/	1%	-9%

A portion of the library; count on the stated rates, not on these rows.
